# NCI-60 one-dose screen, 48 h, at 10 µM unless noted. Numbers give growth in % (100 = growth as untreated, 0 = no growth, -100 = all killed).
# EKVX = EKVX NSCLC; 71,000 tested, 3% active
# A549/ATCC = A549/ATCC NSCLC. AID 1794740. 81,000 tested, 3.7% active
# HOP-62 = HOP-62 NSCLC. 80,000 tested, 3.9% active
# M14 = M14 melanoma. 80,000 tested, 6.2% active. AID 1794745
# CCRF-CEM = CCRF-CEM leukemia. 77,000 tested, 7% active
# MOLT-4 = MOLT-4 leukemia cells; AID 1794779; 80,000 tested, 6.9% active
# HOP-92 = HOP-92 NSCLC cells | AID 1794738 | 71,000 tested, 6.3% active
# RPMI-8226 = RPMI-8226 leukemia cells; 77,000 tested, 7.5% active; AID 1794781
# * marks the source's active call; other numbers are inactive results; / = not tested or not shown. How the source made its calls: active means growth percent below 10; inactive means the rest.
SMILES,EKVX,A549/ATCC,HOP-62,M14,CCRF-CEM,MOLT-4,HOP-92,RPMI-8226
Cc1cc2nc3c4cc(F)ccc4n(CC#N)c3nc2cc1C,85,98,80,97,98,89,75,84
Cc1ccc(S(=O)(=O)Oc2ccc(C3N=C(N)Nc4nc5ccccc5n43)cc2)cc1 (centres undefined),116,106,118,105,94,86,88,94
O=C(N/N=C/c1ccc(N2CCCCC2)cc1)c1cnc2n(c1=O)CCCCC2,101,104,92,94,124,99,87,/
COCCOC1=C(Cl)C(=O)c2ccccc2C1=O,39,22,45,40,/,22,-17*,6.6*
CNC(=O)c1cc(-n2ccc3cc(NC(=O)Nc4ccccc4)ccc32)ccn1,81,90,89,97,72,69,100,52
COc1cc2cc(Oc3ccc(NC(=O)Nc4ccccc4)cc3)c(C)nc2cc1OCCN1CCCCC1,100,79,95,-90*,-21*,-22*,56,44
O=S(=O)(NC1c2ccccc2CC1O)c1ccc(Cl)cc1 (centres undefined),101,106,102,100,95,96,113,94
COc1ccc2[nH]cc(C(c3cc(F)cc(F)c3)c3c[nH]c4ccc(OC)cc34)c2c1,88,69,93,87,60,37,54,58
N#Cc1cn(-c2ccc(Cl)cc2Cl)c(C(=O)c2cccnc2)c1N,88,77,90,102,93,88,90,83
COC(CC(=O)O)CC(C)CC(C)(C)C (centres undefined),106,101,105,106,112,100,83,114
O=C(CCc1c[nH]c2ccccc12)NNC(=O)Cn1nnc(-c2ccccc2)n1,110,108,98,95,99,101,94,101
CC(O)(P(=O)(O)O)P(=O)(O)O,97,101,100,95,103,104,120,99
COc1ccccc1-c1cc(-c2cc3cc(Br)ccc3oc2=O)nc(N)n1,94,91,95,101,98,91,76,92
NC(=S)N/N=C/c1ccc(Cl)c(Cl)c1,68,106,/,101,101,87,110,93
C=CCn1c(C)nc2ccc(Nc3nc(-c4ccccc4)nc4ccccc34)cc21,99,86,98,105,100,99,71,78
Cc1ccc(Nc2nnc(-c3ccc(Cl)cc3)o2)cc1,/,104,99,103,94,100,/,96
COc1ccc(-c2nsc3c2NC(=O)CC3c2ccc(F)cc2)cc1 (centres undefined),/,27,44,24,45,22,/,40
COc1cccc(-c2nc3sccn3c2-c2ccnc(NCCNS(=O)(=O)c3cccc(Cl)c3)c2)c1,46,45,71,48,24,30,37,-4.9*
Cc1cc(C)c2c(N)c(C#N)sc2n1,92,91,94,102,87,100,91,93
CC(=O)Nc1ccc2nc3ccc(NC(C)=O)cc3[n+](-c3ccccc3)c2c1,118,106,103,107,73,39,136,62
Cc1cn(C(C)C)c(=O)[nH]c1=O,105,79,98,106,73,62,94,92
O=S(=O)(NCCNc1nccc(-c2c(-c3cccc(O)c3)nc3occn23)n1)c1cccc(F)c1,97,93,121,36,92,93,93,97
O=C1c2ccccc2C(=O)N1Nc1ccccc1,91,64,74,79,70,96,113,108
O=c1[nH]c(=O)c2c([nH]1)sc1cc(O)ccc12,94,98,90,104,113,105,127,112
CN(C)c1ccc(Cc2cc(-c3ccccc3)nn(Cc3ccccc3)c2=O)cc1,76,76,101,97,94,81,83,72
O=C1OC(c2ccccc2)N/C1=C\c1ccc2c(c1)OCO2 (centres undefined),94,107,94,94,118,93,106,102
C=C(C)[C@@H]1CC[C@]2(C(N)=O)CC[C@]3(C)[C@H](CC[C@@H]4[C@@]5(C)CCCNC(C)(C)[C@@H]5CC[C@]43C)[C@@H]12,88,65,91,87,52,49,65,13
Cc1ccc(N2C(=O)c3cccc4c(N)c(S(=O)(=O)O)cc(c34)C2=O)cc1,113,104,107,111,100,115,86,104
C/C=C/C=C/C1OC23CCCCC2C(C#N)(C(=N)O3)C1(C#N)C#N (centres undefined),99,98,104,85,67,82,122,92
COc1ccc(Nc2nc3cccnc3nc2C)cc1,114,102,96,95,101,111,147,115
CCCCCCCCCCCCCCCCCCNC(=S)N/N=C/c1ccc([N+](=O)[O-])cc1,/,94,99,106,93,104,104,104
CC(=O)OC[C@@H]1C2CCC(C2)[C@@H]1COC(C)=O,/,104,98,98,97,76,79,103
CN(C)c1nc(Cl)nc2c1nc(Cl)n2C1CCCCO1 (centres undefined),117,117,107,113,96,97,98,110
COc1cc(/C=N/N=C(N)N)ccc1O,92,101,/,90,104,105,131,103
CS(=O)(=O)c1ccc(C(=O)N=Nc2c(O)[nH]c3ccc(F)cc23)cc1,105,98,106,100,104,107,101,105
O=C(O)CCCC(=O)c1ccccc1,87,96,91,94,91,84,98,95
Nc1[nH]n(-c2ccccc2)c(=O)c1/C=N/C(=S)N=Nc1c(O)[nH]c2ccccc12,97,91,106,106,/,98,/,/
COC(=O)c1ccc(NC(=O)Cn2cc(CN3CCN(c4ccnc5cc(Cl)ccc45)CC3)nn2)cc1,98,108,91,104,/,80,59,80
CCOC(=O)c1c(NC(=O)c2ccc(C(C)C)cc2)sc2cc(O)ccc12,94,94,98,86,64,80,104,105
COC(=O)[C@H](C)NC(=O)[C@@H]1CCCN1C(=O)CNC(=O)[C@H](C)NC(=O)OCc1ccccc1,104,105,113,107,111,109,107,117
Cc1cc(C)c(F)cc1N,/,103,97,105,99,108,98,105
CCCCCc1cc(=O)[nH]c(=S)[nH]1,100,98,92,102,89,/,84,79
CCOc1ccccc1/C=N\NC(=O)C1CC1,111,100,102,105,92,94,100,94
O=C(Nc1ccccc1)Nc1ncccc1OCc1ccccc1,88,111,85,91,88,/,88,95
CN(C[C@H]1Cc2ncccc2CN1)[C@H]1CCCc2cccnc21,97,81,76,78,97,96,87,98
Cc1nn(-c2nc3ccccc3[nH]2)c2c1C(c1ccc3c(c1)OCO3)CC(=O)N2 (centres undefined),/,23,22,43,12,-48*,13,-18*
COc1ccc(C(=O)Cn2cc(CN3CCN(c4cc5c(cc4F)c(=O)c(C(=O)O)cn5C4CC4)CC3)nn2)cc1,102,106,96,103,108,102,109,105
CC1(C)CCC(C)(C)c2cc(NC(=O)c3ccc(C(=O)NC#N)cc3)ccc21,101,90,97,104,97,102,80,76
CC(=O)C1CCC(C)=CC1=O (centres undefined),/,98,111,98,100,88,97,100
Cc1cc2c(c(C)c1Cl)C(=O)/C(=C/c1ccc(N(C)C)cc1)O2,84,102,104,97,98,91,106,92

# 19 compounds already listed, arranged by molar mass, ascending.
SMILES,EKVX,A549/ATCC,HOP-62,M14,CCRF-CEM,MOLT-4,HOP-92,RPMI-8226
Cc1cc(C)c(F)cc1N,/,103,97,105,99,108,98,105
CC(=O)C1CCC(C)=CC1=O (centres undefined),/,98,111,98,100,88,97,100
O=C(O)CCCC(=O)c1ccccc1,87,96,91,94,91,84,98,95
CCCCCc1cc(=O)[nH]c(=S)[nH]1,100,98,92,102,89,/,84,79
COc1cc(/C=N/N=C(N)N)ccc1O,92,101,/,90,104,105,131,103
CCOc1ccccc1/C=N\NC(=O)C1CC1,111,100,102,105,92,94,100,94
CC(=O)OC[C@@H]1C2CCC(C2)[C@@H]1COC(C)=O,/,104,98,98,97,76,79,103
COc1ccc(Nc2nc3cccnc3nc2C)cc1,114,102,96,95,101,111,147,115
CN(C[C@H]1Cc2ncccc2CN1)[C@H]1CCCc2cccnc21,97,81,76,78,97,96,87,98
O=C(Nc1ccccc1)Nc1ncccc1OCc1ccccc1,88,111,85,91,88,/,88,95
C/C=C/C=C/C1OC23CCCCC2C(C#N)(C(=N)O3)C1(C#N)C#N (centres undefined),99,98,104,85,67,82,122,92
Cc1cc2c(c(C)c1Cl)C(=O)/C(=C/c1ccc(N(C)C)cc1)O2,84,102,104,97,98,91,106,92
CS(=O)(=O)c1ccc(C(=O)N=Nc2c(O)[nH]c3ccc(F)cc23)cc1,105,98,106,100,104,107,101,105
CC1(C)CCC(C)(C)c2cc(NC(=O)c3ccc(C(=O)NC#N)cc3)ccc21,101,90,97,104,97,102,80,76
Nc1[nH]n(-c2ccccc2)c(=O)c1/C=N/C(=S)N=Nc1c(O)[nH]c2ccccc12,97,91,106,106,/,98,/,/
COC(=O)[C@H](C)NC(=O)[C@@H]1CCCN1C(=O)CNC(=O)[C@H](C)NC(=O)OCc1ccccc1,104,105,113,107,111,109,107,117
CCCCCCCCCCCCCCCCCCNC(=S)N/N=C/c1ccc([N+](=O)[O-])cc1,/,94,99,106,93,104,104,104
COC(=O)c1ccc(NC(=O)Cn2cc(CN3CCN(c4ccnc5cc(Cl)ccc45)CC3)nn2)cc1,98,108,91,104,/,80,59,80
COc1ccc(C(=O)Cn2cc(CN3CCN(c4cc5c(cc4F)c(=O)c(C(=O)O)cn5C4CC4)CC3)nn2)cc1,102,106,96,103,108,102,109,105

# Following part:
SMILES,EKVX,A549/ATCC,HOP-62,M14,CCRF-CEM,MOLT-4,HOP-92,RPMI-8226
c1cn2cc(-c3ccsc3)nc(-c3ccc4c(c3)ncn4C3CCCCC3)c2n1,107,96,109,104,71,70,72,62
O=C(CNc1ccc(Br)cc1)Cn1cc(COc2ccc(C=Nc3cnc4ccccc4c3)cc2)nn1,105,100,102,104,102,109,112,110
NCCCc1nn2c(CCC(=O)c3nc4ccccc4[nH]3)nnc2s1,103,109,100,96,104,92,/,110
COc1nc(N)nc(-n2c(-c3ccc(Br)cc3)nc3ccccc32)c1NCc1ccc(Br)cc1,100,79,85,90,91,71,81,67
O=C1Nc2ccccc2C2c3cccn3-c3ccccc3N12 (centres undefined),82,62,58,53,81,77,58,83
CC1(C)CC(=O)C(/C=N/C(=S)NCCc2ccccc2)=C(O)C1,98,109,97,101,118,107,97,113
Clc1ccc(-c2nnc(CCc3nc(-c4ccc(Br)cc4)no3)o2)cc1Cl,103,114,115,106,92,100,96,86
C/C(=N/NC(N)=O)c1ccc(C)o1,102,99,110,107,99,95,/,103
CCCC1OCCS1 (centres undefined),/,104,105,104,/,102,/,104
CC1CCCC(O)(C[N+](=O)[O-])C1 (centres undefined),96,98,84,93,94,94,85,99
CCN(CC)CCOc1nc2ccc(OC)cc2c2c1-c1ccc(OC)cc1C2=O,25,-67*,7.0*,-83*,5.2*,3.7*,/,-25*

# Given with each value named: part of the list above
SMILES: CC1CCCC(O)(C[N+](=O)[O-])C1 (centres undefined)
  EKVX: 96
  A549/ATCC: 98
  HOP-62: 84
  M14: 93
  CCRF-CEM: 94
  MOLT-4: 94
  HOP-92: 85
  RPMI-8226: 99
SMILES: CCN(CC)CCOc1nc2ccc(OC)cc2c2c1-c1ccc(OC)cc1C2=O
  EKVX: 25
  A549/ATCC: -67*
  HOP-62: 7.0*
  M14: -83*
  CCRF-CEM: 5.2*
  MOLT-4: 3.7*
  HOP-92: /
  RPMI-8226: -25*
